# Screens: PubChem, several laboratories
# Rab7 wt modul = alters GTP binding to wildtype dog Rab7; GST-Rab7 beads, fluorescent GTP binding, flow cytometry; actives lie on both sides; untreated = 100%, excess cold GTP = 0%; GTP binding activity (percent of control), % at 10 µM; 190,000 compounds, 0.055% hits;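 active = fluorescent GTP binding to Rab7 beads changed by at least 20 points from the 100% baseline, either direction, mostly lower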;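 note: median green fluorescence of bound Bodipy-FL-GTP per Rab7 bead population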
# Rac1 wt GTP bind = human Rac1 wildtype GTP binding, inhibitors and activators. P63000. GST-Rac1 beads, fluorescent GTP binding, flow cytometry; actives lie on both sides; 0 = cold GTP competed, 100 = untreated. GTP binding activity (% of control), % at 10 µM. 190,000 compounds, 0.27% hits. AID 757;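 active = GTP binding activity at least 20 points away from the 100% control level, either lower or higher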
# Rab2 wt GTP = changes GTP binding to wildtype dog Rab2A, up or down; P61105; GST-Rab2 wt beads, Bodipy-GTP binding, flow cytometry; GTP binding activity, % at 10 µM; 190,000 compounds, 0.19% hits; AID 760;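 active = GTP binding activity at least 20 points away from 100%, either lowered or raised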;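 note: 0% = beads with excess unlabeled GTP and 100% = no-compound control corrected for plate trend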
# ABCG2 inh = blocks JC-1 efflux by human ABCG2 transporter | Q9UNQ0 | inhibition, % at 6.6 µM | 190,000 compounds, 0.1% hits | IgMXP3 cells, flow cytometry;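 active = inhibition above 80%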;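 note: 0% = DMSO and 100% = nicardipine control wells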
# Target sequence (Q9UNQ0 whole entry, looked up): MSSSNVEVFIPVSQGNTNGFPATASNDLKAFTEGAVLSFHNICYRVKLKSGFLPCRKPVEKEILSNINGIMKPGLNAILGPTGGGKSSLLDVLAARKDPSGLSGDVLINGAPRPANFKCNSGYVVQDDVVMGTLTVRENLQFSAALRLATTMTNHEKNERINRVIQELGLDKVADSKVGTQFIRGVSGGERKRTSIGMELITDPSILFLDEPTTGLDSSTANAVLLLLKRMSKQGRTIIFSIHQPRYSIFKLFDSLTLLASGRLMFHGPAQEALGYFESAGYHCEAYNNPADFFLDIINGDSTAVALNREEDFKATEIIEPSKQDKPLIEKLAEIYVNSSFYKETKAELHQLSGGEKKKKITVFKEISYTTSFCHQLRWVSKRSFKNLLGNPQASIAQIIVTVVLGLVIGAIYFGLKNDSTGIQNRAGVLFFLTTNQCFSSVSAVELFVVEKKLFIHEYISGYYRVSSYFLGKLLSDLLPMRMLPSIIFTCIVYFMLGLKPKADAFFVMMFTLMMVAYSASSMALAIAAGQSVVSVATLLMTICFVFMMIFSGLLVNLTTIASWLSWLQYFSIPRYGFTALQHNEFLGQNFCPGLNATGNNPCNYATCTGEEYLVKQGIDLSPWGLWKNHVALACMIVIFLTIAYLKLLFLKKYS
#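 Test system: IgMXP3 (ABCG2) plus far-red-tagged CCRF-Adr (ABCB1) cells. Reagent: JC-1 dye as substrate. Timing: 10 min exposure at 25 °C with rotation, no wash. Measured by: flow cytometric JC-1 green MFI at 530 nm. Read-out: percent efflux inhibition, scaled nicardipine 100% to DMSO 0%. Control set: nicardipine and DMSO wells.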
# GSH bead fluor = GSH bead compound fluorescence profile; GSH beads flow cytometry, compound fluorescence 488/530 nm; stronger effect = higher value; fluorescence (KMESF) at 10 µM; 190,000 compounds, 0.25% hits; AID 1776; in the data active = fluorescence above about 89;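 note: glutathione beads carrying GST-tagged Bcl family fusion proteins plus one bare bead set; values are compound well signal with DMSO vehicle wells as background; inactives centre near 16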
# HRas wt GTP bind = changes GTP binding to wildtype human HRas; 190,000 compounds, 0.14% hits; GST-Ras wt beads, Bodipy-FL-GTP binding, flow cytometry; actives lie on both sides; P01112; GTP binding activity, % at 10 µM;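 active = GTP binding activity at least 20% away from the 100% baseline, either lowered as inhibitor or raised as activator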;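 note: 0% = unlabeled GTP competition control and 100% = no-compound control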
# Target sequence (P01112 whole entry, looked up): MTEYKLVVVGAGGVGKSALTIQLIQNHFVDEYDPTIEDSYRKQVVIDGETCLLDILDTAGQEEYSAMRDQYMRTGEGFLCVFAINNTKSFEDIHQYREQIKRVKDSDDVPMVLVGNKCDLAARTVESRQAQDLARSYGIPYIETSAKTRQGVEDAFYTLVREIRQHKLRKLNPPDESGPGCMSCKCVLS
# ABCB1 block = inhibitors of human ABCB1 transporter, ABCG2 counter-screen; P08183; CCRF-Adr cells, JC-1 efflux, flow cytometry; inhibition, % at 6.6 µM; 190,000 compounds, 0.067% hits; in the data active = inhibition above about 40%;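 note: 0% = vehicle and 100% = reference inhibitor; higher value means more JC-1 retained so stronger ABCB1 efflux block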
# Rac1 act GTP bind = modulators of GTP binding to human Rac1 activated mutant. P63000. GST-Rac1 activated beads, fluorescent GTP binding, flow cytometry; actives lie on both sides; 100% means binding = to untreated wells. percent activity (GTP binding), % at 10 µM. 190,000 compounds, 0.11% hits. AID 764;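 active = GTP binding at least 20 percentage points away from the 100% baseline, in either direction, so actives lie on both sides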
# Pf gametocyte = kills late stage P. falciparum gametocytes | AID 743093 | 150,000 compounds, 0.065% hits | P. falciparum stage V gametocytes, ATP luminescence, 24 h | inhibition, % at 10.9 µM;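 active = inhibition above the mean plus 3 SD of compounds within the control limits, set per campaign, cut at about 38% in these data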;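 note: 0% = DMSO wells and 100% = medium only without gametocytes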
# Cdc42 wt = modulators (inhibitors or activators) of GTP binding to human Cdc42 wildtype | P60953 | GST-Cdc42 beads, Bodipy-GTP binding, flow cytometry; actives lie on both sides | percent activity (GTP binding), % at 10 µM | 190,000 compounds, 0.2% hits | AID 761;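 active = percent activity GTP binding at least 20 points away from the 100% baseline, either down as inhibitor or up as activator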;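 note: median bead fluorescence of bound Bodipy-FL-GTP at 100 nM; 0% = excess unlabeled GTP control and 100% = no compound control; below 100% means less GTP binding so inhibitor and above means activator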
# Target sequence (P60953 whole entry, looked up): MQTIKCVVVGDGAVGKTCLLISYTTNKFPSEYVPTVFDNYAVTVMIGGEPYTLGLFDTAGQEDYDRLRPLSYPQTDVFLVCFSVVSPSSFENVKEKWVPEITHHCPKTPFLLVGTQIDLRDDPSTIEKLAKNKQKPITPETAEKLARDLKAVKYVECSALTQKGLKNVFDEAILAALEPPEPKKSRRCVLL
# Avidin bead fluor = avidin bead compound fluorescence profile | 220,000 compounds, 0.38% hits | fluorescence (KMESF) at 10 µM | AID 1775 | Avidin beads, compound fluorescence 488/530 nm, flow cytometry; stronger effect = higher value; in the data active = fluorescence above about 47; note: inactives centre near 10
# * = called active by the depositor; x = no result given. Not a hit list; 1.1% or so of the library scored in one or more.
SMILES,Rab7 wt modul,Rac1 wt GTP bind,Rab2 wt GTP,ABCG2 inh,GSH bead fluor,HRas wt GTP bind,ABCB1 block,Rac1 act GTP bind,Pf gametocyte,Cdc42 wt,Avidin bead fluor
O=C(N/C(=C\c1cccc([N+](=O)[O-])c1)C(=O)N1CCOCC1)c1ccc([N+](=O)[O-])cc1,95,95,95,1,13,96,-0.3,93,18,94,9
CC(C)C(=O)NC(c1cccc([N+](=O)[O-])c1)c1c(O)ccc2ccccc12 (stereo not given),97,100,94,2,16,100,0.3,96,0,97,11
CCOC(=O)N1CCN(Cc2nc3c(c(=O)n(C)c(=O)n3C)n2CCCc2ccccc2)CC1,100,106,101,0,51,100,1.1,100,-5,102,3
COCCN(C(=O)Nc1ccc(OC)cc1OC)C1CCN(C(C)C)CC1,94,96,99,2,35,99,0.3,95,2,100,51*
Cc1cc(C)c2c(N)c(C(=O)Nc3nccs3)sc2n1,96,98,97,14,21,95,-0.3,97,-16,100,29
CCOC(=O)c1cnn(-c2ccccc2)c1NC(=O)c1ccccc1C,93,94,94,7,17,94,1.6,94,x,93,47
COc1ccccc1-c1nnc2sc(COc3ccc(Cl)cc3Cl)nn12,99,99,97,0,17,98,0.2,97,1,98,35
c1ccc2oc(SCc3cn4ccccc4n3)nc2c1,97,99,99,4,39,97,0.5,98,-32,100,12
CC(C)c1nc(C#N)c(N2CCOCC2)o1,101,108,101,10,9,100,1.9,98,-1,101,3
O=C(Cn1ccc([N+](=O)[O-])n1)N1CCc2ccccc21,104,94,95,3,12,95,-0.2,93,11,90,10
O=C(NCC1CCS(=O)(=O)C1)NCC1CCS(=O)(=O)C1 (stereo not given),100,101,100,3,58,100,0.7,99,-13,99,8
CC1(C)CC(=O)C2=C(C1)Nc1ncnn1C2c1ccccn1 (stereo not given),100,102,101,0,29,102,-0.3,99,-21,102,32

# Entries above that bear a hit mark in Avidin bead fluor:
SMILES	Rab7 wt modul	Rac1 wt GTP bind	Rab2 wt GTP	ABCG2 inh	GSH bead fluor	HRas wt GTP bind	Rac1 act GTP bind	Cdc42 wt	Avidin bead fluor
COCCN(C(=O)Nc1ccc(OC)cc1OC)C1CCN(C(C)C)CC1	94	96	99	2	35	99	95	100	51*

# Going on with the list:
SMILES,Rab7 wt modul,Rac1 wt GTP bind,Rab2 wt GTP,ABCG2 inh,GSH bead fluor,HRas wt GTP bind,ABCB1 block,Rac1 act GTP bind,Pf gametocyte,Cdc42 wt,Avidin bead fluor
CCSc1cc(N2CCCC2)nc(-c2ccc(F)cc2)n1,100,97,99,1,10,98,0.2,96,x,96,22
COCCNc1c2c(c(C#N)c3nc4ccccc4n13)CCCC2,96,101,98,28,9,98,2.2,97,-17,99,36
COc1cc(C(=O)Nc2ccc(NC(=O)C3CC3)nc2)cc(OC)c1OC,93,99,99,6,21,99,0.9,99,x,99,6
COC(=O)[C@@H]1C[C@]2(OC(=O)c3ccccc3)C=CC(=O)C[C@@H]2N1C(=O)OCc1ccccc1,98,101,100,-2,16,99,1.2,96,-8,98,10
Cc1cc(NC(=O)c2cc(-c3ccco3)on2)n(-c2ccccc2)n1,98,104,100,18,24,102,-0.2,98,x,105,39
COc1ccc(/C=N/Nc2ncnc3scc(-c4ccccc4)c23)cc1OC,107,98,104,0,5,101,-0.2,95,x,99,16
CCCCn1c(N)c(-c2nc3ccccc3o2)c2c([N+](=O)[O-])nn(C)c(=O)c21,101,100,97,17,4,98,1.6,100,x,100,3
Cc1nn(-c2ccccc2)c(C)c1/C=N/NC(=O)CSc1nnc(-c2ccccc2)n1-c1ccc(Cl)cc1,99,101,96,7,8,97,1.6,95,6,97,15
Cc1ccc(C(C(=O)NCc2ccco2)N(CCc2ccccc2)C(=O)Cn2nnc3ccccc32)o1 (stereo not given),97,102,99,22,25,98,3.0,98,9,99,35
Cc1cc(C)c(OCC(=O)NCC2CCCO2)c(C)c1 (stereo not given),96,101,100,3,12,101,0.1,97,-6,100,17
CCn1c(SCCOc2ccc(Cl)cc2)nnc1-c1cccs1,97,102,100,4,13,98,0.5,98,-9,101,35
O=C(c1ccc(Br)cc1)N(C1=NCCCCS1)c1ccccc1,100,98,99,1,30,99,0.5,97,x,100,5
COc1ccc(C2C(C(=O)N3CCN(c4ccccn4)CC3)CCC(=O)N2c2ccc(OC)cc2)cc1 (stereo not given),89,99,99,3,16,98,0.4,98,-8,99,11
CCCCNC(=O)c1ccccc1NC(=O)c1ccccc1N(C)S(C)(=O)=O,102,104,101,1,30,102,0.4,98,x,101,14
COc1ccc(-c2cc(C(=O)NCc3cccnc3)no2)cc1OC,99,98,98,8,70,98,0.5,96,9,99,8
CC(C)C(=O)Nc1ccc([N+](=O)[O-])c(C(F)(F)F)c1,97,98,100,17,13,98,1.1,96,x,97,12
CCC1CCC(C(=O)NC(C(=O)NCCCN2CCCCC2C)C(C)C)CC1 (stereo not given),106,101,104,1,11,102,0.6,98,14,104,10
CC(=O)C1=C(c2ccccc2)OC(N)=C(C#N)C1c1ccc(O)cc1 (stereo not given),95,100,97,-2,12,98,-0.1,100,-9,96,10
Cc1cccc(N2CCN(C(c3cccs3)c3nnnn3C(C)(C)C)CC2)c1C (stereo not given),99,104,99,2,16,102,0.7,99,x,100,7
CCC(C)NC(=O)COc1ccc(S(=O)(=O)N2CCOCC2)cc1 (stereo not given),95,95,97,7,25,96,0.6,95,x,96,13
O=C(/C=C/c1ccccc1)N/C(=C/c1ccccc1)C(=O)Nc1cccc(C(=O)O)c1,104,100,97,-1,15,98,-0.2,96,7,95,11
O=C1CCN(c2ccc([N+](=O)[O-])cc2F)CC1,102,98,98,5,13,99,0.7,93,-31,95,14
O=C(Nc1ccc(Oc2ccccc2)cc1)C1CCN(c2c3c(nc4ncnn24)CCC3)CC1,102,107,101,35,34,102,1.9,100,x,103,15
Cc1ccc2cc(C=O)c(N(C)C)nc2c1,101,104,98,3,9,101,0.5,99,7,104,5
NS(=O)(=O)c1ccc(NC(=O)CN2CCCC2)cc1,100,96,98,0,13,96,-0.1,96,-9,99,11
Cn1nnc(NC(=O)c2ccc(C(C)(C)C)cc2)n1,99,105,105,1,65,105,0.5,101,18,105,14
CCCCOc1ccc(CSc2n[nH]c(C)n2)cc1,104,105,102,1,16,103,0.5,101,-13,105,35
CN(C)C(=O)c1cc(C(=O)c2ccccc2C(F)(F)F)c[nH]1,93,97,97,2,12,95,0.8,95,27,99,19
CC(C)C(=O)OCc1cn(-c2ccc(Cl)c(Cl)c2)nn1,94,96,93,5,11,94,0.8,92,x,92,22
CCOc1ccc2cc(C3CC(c4ccco4)=NN3S(=O)(=O)c3ccccc3)c(Cl)nc2c1 (stereo not given),99,104,101,-7,9,99,0.1,97,9,100,4
CC(C)(C)NC(=O)C1Cc2ccccc2CN1C(=O)Nc1ccccc1Cl (stereo not given),96,97,97,1,17,98,0.4,96,x,98,30
CCOC(=O)C(C)Sc1nnc(NC(=O)c2ccc(C)c([N+](=O)[O-])c2)s1 (stereo not given),99,98,100,15,12,98,1.0,96,x,102,7
O=C(NCCN1CCOCC1)c1cccc(Cl)c1,102,104,97,2,13,102,0.5,98,x,104,23
Cc1cc(CN2CCCC(CO)(Cc3cccc(Cl)c3)C2)n[nH]1 (stereo not given),95,97,97,0,13,98,0.6,95,x,97,6
COc1ccccc1NC(=O)c1ccc(SCC(=O)NCc2ccccc2Cl)c([N+](=O)[O-])c1,94,89,89,21,9,91,2.0,90,-9,96,11
CC(C)OC(=O)c1ccc(NC(=O)CSc2nc3ncccc3[nH]2)cc1,94,98,94,1,18,94,0.2,96,11,96,7
Cc1cc(=O)oc(C)c1C(=O)Nc1ccc2ncccc2c1,99,104,99,4,26,99,0.5,98,25,101,39
O=C1c2oc3ccccc3c(=O)c2C(c2ccc(O)cc2)N1c1nccs1 (stereo not given),97,101,96,11,20,97,2.1,96,x,98,7
CCCCNC(=O)Cc1cc(=O)[nH]c(=O)[nH]1,96,99,96,0,20,97,-0.3,95,x,99,6
CN1CCN(CC(O)COCc2ccc3c(c2)OCO3)CC1 (stereo not given),101,101,101,0,9,100,0.0,96,-10,95,10
CCn1c(CSc2nnc(-c3cccnc3)n2-c2ccccc2C)nc2cc(C(=O)O)ccc21,99,105,98,0,8,101,0.0,99,x,97,5
COc1ccc(C(=O)OCC(=O)Nc2ccc(OC(F)F)cc2)c(OC)c1,98,101,98,5,16,100,0.5,98,17,99,9
Cc1ccc(-c2csc(=S)n2CC(=O)OCC(=O)NC(C)C(C)C)cc1 (stereo not given),98,97,97,4,22,97,0.6,94,x,97,5

# Structural class: those above containing an aryl methoxy group.
SMILES,Rab7 wt modul,Rac1 wt GTP bind,Rab2 wt GTP,ABCG2 inh,GSH bead fluor,HRas wt GTP bind,ABCB1 block,Rac1 act GTP bind,Pf gametocyte,Cdc42 wt,Avidin bead fluor
COCCN(C(=O)Nc1ccc(OC)cc1OC)C1CCN(C(C)C)CC1,94,96,99,2,35,99,0.3,95,2,100,51*
COc1ccccc1-c1nnc2sc(COc3ccc(Cl)cc3Cl)nn12,99,99,97,0,17,98,0.2,97,1,98,35
COc1cc(C(=O)Nc2ccc(NC(=O)C3CC3)nc2)cc(OC)c1OC,93,99,99,6,21,99,0.9,99,x,99,6
COc1ccc(/C=N/Nc2ncnc3scc(-c4ccccc4)c23)cc1OC,107,98,104,0,5,101,-0.2,95,x,99,16
COc1ccc(C2C(C(=O)N3CCN(c4ccccn4)CC3)CCC(=O)N2c2ccc(OC)cc2)cc1 (stereo not given),89,99,99,3,16,98,0.4,98,-8,99,11
COc1ccc(-c2cc(C(=O)NCc3cccnc3)no2)cc1OC,99,98,98,8,70,98,0.5,96,9,99,8
COc1ccccc1NC(=O)c1ccc(SCC(=O)NCc2ccccc2Cl)c([N+](=O)[O-])c1,94,89,89,21,9,91,2.0,90,-9,96,11
COc1ccc(C(=O)OCC(=O)Nc2ccc(OC(F)F)cc2)c(OC)c1,98,101,98,5,16,100,0.5,98,17,99,9
